FLuc counter – firefly luciferase modulation, counter-screen for miR-21 project. purified FLuc, Km substrates, luminescence inhibition. AID 588342. 360,000 compounds, 6.9% hits. Potency, µM (top dose mostly 57.5 µM), inactives show at the highest dose activity change, negative = inhibition, usual class: inhibitors;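 also: potency is read from the fitted curve at half-maximal effect; plate controls were vehicle for no effect and reference inhibitor for full effect; nearly all actives have a fitted effect of over 55% in size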
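Purified P. pyralis luciferase, 10 nM final, with Km-level 10 uM D-luciferin and 10 uM ATP in 50 mM Tris acetate pH 7.5, 10 mM Mg acetate, 0.01% Tween-20, 0.05% BSA; 6-point qHTS titration about 60 µM downward; luminescence read.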
PKM2 act – activators of human pyruvate kinase M2 | P14618 | purified PKM2, Kinase-Glo ATP luminescence, activation; response scale: 0% is enzyme alone, no compound | Potency, µM (top dose mostly 57.5 µM), inactives show at the highest dose activation, usual class: activators | 260,000 compounds, 0.34% hits; also: potency is read from the fitted curve at half-maximal effect; % is scaled to controls: 0 for no effect and ±100 for the full control effect; nearly all actives have a fitted effect of over 55% in size
Target sequence (P14618 whole entry, looked up): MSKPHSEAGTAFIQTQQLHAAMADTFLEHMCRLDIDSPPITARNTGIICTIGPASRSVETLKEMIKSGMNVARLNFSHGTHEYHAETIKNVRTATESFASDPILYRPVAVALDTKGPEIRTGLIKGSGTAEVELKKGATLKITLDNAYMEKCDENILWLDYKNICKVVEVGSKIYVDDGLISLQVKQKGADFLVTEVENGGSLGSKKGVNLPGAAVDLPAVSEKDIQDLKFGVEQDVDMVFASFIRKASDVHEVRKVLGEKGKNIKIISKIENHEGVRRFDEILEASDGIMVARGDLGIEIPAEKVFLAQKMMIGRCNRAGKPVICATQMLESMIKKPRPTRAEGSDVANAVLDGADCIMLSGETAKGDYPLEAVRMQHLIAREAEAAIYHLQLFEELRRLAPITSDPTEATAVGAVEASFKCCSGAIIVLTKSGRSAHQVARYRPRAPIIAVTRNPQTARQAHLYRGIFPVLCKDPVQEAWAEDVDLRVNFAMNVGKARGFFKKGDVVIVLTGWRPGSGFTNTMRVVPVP
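Purified hPK-M2 (>95%) run at intermediate activity with 0.1 mM ADP and 0.5 mM PEP in 50 mM imidazole pH 7.2, KCl, MgCl2; 1 h room temperature. ATP formed read by Kinase-Glo luminescence; normalized to uninhibited and no-enzyme controls.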
p53 reactivator – re-activators of mutant p53 | H1299 p53-A138V BP100-luciferase reporter, luminescence, 24 h | Potency, µM (series often up to 92.2 µM), inactives show top-dose activity change, positive = activation, hits mostly activators | 320,000 compounds, 0.063% hits; also: potency is read from the fitted curve at half-maximal effect; % of control where 0% means no effect; nearly all actives have a fitted effect of over 45% in size
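H1299 (p53-null), stable ts p53-A138V + BP100-Luc; 1000 cells/well, Opti-MEM/10% FBS; cpd 4 pt, 1:5; 24 h, 37 deg C, 5% CO2; detection reagent 10 min RT; luminescence.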
NPC1 prom act – activates the NPC1 promoter; 320,000 compounds, 2.4% hits; Huh7 NPC1 promoter luciferase reporter, 24 h; AID 485313; Potency, µM (top dose mostly 9.22 µM), inactives show at the highest dose activation, hits mostly activators;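 also: potency is read from the fitted curve at half-maximal effect; % of control where 0% means no effect; nearly all actives have a fitted effect of over 60% in size; reporter is driven by a mutant NPC1 promoter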
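Luciferase expression driven by the NPC1 promoter was measured in stably transfected Huh7 cells after a 24 h compound incubation, using a luciferase reagent and a luminescence read.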
Rab9 prom act – Rab9 promoter activation; Potency, µM (doses to about 9.22 µM), for inactives: top-dose activation, negative = inhibition, usual class: activators; 320,000 compounds, 2.8% hits; Huh7 Rab9 promoter-luciferase reporter, luminescence, 24 h; also: potency is read from the fitted curve at half-maximal effect; % of control where 0% means no effect; nearly all actives have a fitted effect of over 60% in size
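Huh7 reporter line, Rab9 promoter upstream of luciferase. Compound exposure 24 h at 37 °C in reduced-serum medium with 10% FBS. Read-out: luminescence.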
ELG1 genotox – inducers of genotoxicity in HEK293T ELG1-luciferase cells | Potency, µM (series often up to 46 µM), for the others: at the top dose activity change, positive = activation, hits mostly activators | 330,000 compounds, 1.3% hits | HEK293T ELG1-luciferase reporter, luminescence, 16 h; also: potency is read from the fitted curve at half-maximal effect; % of control where 0% means no effect; nearly all actives have a fitted effect of over 60% in size
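Quantitative HTS format in 1536-well plates. HEK293T ELG1-luciferase reporter cells receive test compound and are incubated 16 hr at 37 °C, 5% CO2; ONE-Glo added, 30 min room temperature, then luminescence read.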
Gal4-VP16 FLuc – Gal4-VP16 reporter inhibition counter-screen; 310,000 compounds, 3.5% hits; Drosophila S2 Gal4-VP16 UAS-luciferase, luminescence, 20 h; AID 2546; Potency, µM (highest dose often 53.6 µM), for inactives: top-dose activity, negative = inhibition, most hits filed as inhibitors;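 also: Gal4-VP16 expression switched on by copper sulfate through the metallothionein promoter; potency is read from the fitted curve at half-maximal effect; % is scaled to controls: 0 for no effect and ±100 for the full control effect; nearly all actives have a fitted effect of over 50% in size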
Giardia killer – Giardia lamblia killing; Giardia lamblia trophozoite viability; activity change, % at 7.66 µM, hits read low; 340,000 compounds, 0.15% hits; AID 540267; in the data active = activity change below about -80%; inconclusive = between about -30% and that limit;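 also: parasites exposed to compound for two days anaerobically before the ATP read; % is scaled to controls: 0 for no effect and ±100 for the full control effect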
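Each well holds 100 Giardia trophozoites and compound. After two days (48 hrs) at 37 deg C in anaerobic conditions, ATP is quantified by luminescence.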
Menin-MLL TR inh – inhibitors of human menin-MLL interaction, mutant MLL peptide; Potency, µM (top dose mostly 61.6 µM), for the others: at the top dose FP activity change, negative = inhibition, usual class: inhibitors; O00255; AID 1768; Menin + Texas Red MLL mutant peptide, fluorescence polarization; 270,000 compounds, 0.23% hits; active = well fitted inhibition curve with a large enough effect in the polarisation, with a control signal flat, not every such curve was filed as active; inconclusive = small, poorly fitted or top-dose-only effect, or effect the other way, or a change in a side signal; inactive = no such curve, though single readings can be large or run the other way; the % refers to the polarisation; also: potency is read from the fitted curve at half-maximal effect; % of control where 0% means no effect; many of its hits are not listed in these tables
BRCA1 expr act – increases BRCA1 expression; MCF7-BRCA1-FFLuc reporter, luminescence, 48 h; response scale: scaled: vehicle 0%, 10 µM genistein 100%; Potency, µM (series often up to 46.1 µM), for inactives: at the highest dose activation, most hits filed as activators; 380,000 compounds, 1.1% hits; also: potency is read from the fitted curve at half-maximal effect; nearly all actives have a fitted effect of over 80% in size; some results filed as inactive show a strong effect at the top dose
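Compounds are tested at multiple concentrations on MCF7 BRCA1-luciferase reporter cells seeded at 2000 per well; after 48 h, a single luminescence end-point is taken and curves fitted to the normalized data.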
RORg inh – ROR gamma (mouse) transcription inhibition | 310,000 compounds, 5.4% hits | Drosophila S2 Gal4-RORgamma UAS-luciferase reporter, 20 h | Potency, µM (highest dose often 53.6 µM), for inactives: at the highest dose activity change, negative = inhibition, actives largely listed as inhibitors | AID 2551 | P51450; also: potency is read from the fitted curve at half-maximal effect; % is scaled to controls: 0 for no effect and ±100 for the full control effect; nearly all actives have a fitted effect of over 60% in size
Target sequence (P51450 whole entry, looked up, the tested form may be a part): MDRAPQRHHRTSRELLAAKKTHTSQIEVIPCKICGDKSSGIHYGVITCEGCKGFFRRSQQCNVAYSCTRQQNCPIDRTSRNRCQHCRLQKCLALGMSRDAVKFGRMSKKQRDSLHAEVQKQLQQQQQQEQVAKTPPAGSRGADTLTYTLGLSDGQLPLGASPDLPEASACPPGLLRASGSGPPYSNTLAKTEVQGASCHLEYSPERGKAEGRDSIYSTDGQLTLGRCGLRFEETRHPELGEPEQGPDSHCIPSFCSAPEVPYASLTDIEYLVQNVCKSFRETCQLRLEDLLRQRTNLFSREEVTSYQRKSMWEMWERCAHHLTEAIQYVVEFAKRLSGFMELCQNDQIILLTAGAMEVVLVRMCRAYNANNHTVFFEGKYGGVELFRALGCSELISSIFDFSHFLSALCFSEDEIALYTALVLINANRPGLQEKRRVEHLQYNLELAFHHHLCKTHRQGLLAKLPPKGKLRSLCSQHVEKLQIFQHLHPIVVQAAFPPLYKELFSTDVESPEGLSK
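Compounds are pin-transferred onto Drosophila Schneider cells expressing a copper-inducible Gal4–ROR gamma transactivation domain fusion. After 1 hr, copper sulfate is added to 700 uM final; luciferase is read 20 hr later.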
* marks the source's active call; other numbers are inactive results; ? = inconclusive; . = not tested or not shown; & = joins results of further samples; [ ] = dose if it differs, or a comment. Unless noted, calls follow the shape of the dose curve; as a rule, active = well fitted curve in the direction sought with a large enough effect; inconclusive = small, poorly fitted or top-dose-only effect, or another doubt; inactive = no such curve, though single readings can be large; an effect the other way counts as inactive or inconclusive.

SMILES | FLuc counter | PKM2 act | p53 reactivator | NPC1 prom act | Rab9 prom act | ELG1 genotox | Gal4-VP16 FLuc | Giardia killer | Menin-MLL TR inh | BRCA1 expr act | RORg inh
CCCC(c1nnnn1CC(=O)OCC)N(Cc1cc2ccc(C)cc2[nH]c1=O)C1CCCC1 (centres undefined) | 4% | -3% | -1% | 5% | -1% | 0% | 4% | -7 | -4% | -7% | -7%
CCN(CC)S(=O)(=O)c1cccc(NC(=O)COc2ccc(C#N)cc2OC)c1 | 2% | 10% | -12% | 1% | -7% | -2% | 6% | -4 | 3% | -10% | ?
COC(=O)C1=C(C)N(CC2CCCO2)C(=O)C1 (centres undefined) | 3% | 0% | 4% | 2% | 5% | 2% | -2% | 3 | 3% | 0% | -2%
CN(C)c1nc2c(c(=O)[nH]c(=O)n2C)n1Cc1ccccc1Br | 1% | -3% | -3% | -1% | -4% | ? | 13% | 7 | 4% | -29% | -9%
C=CCNc1cnn(-c2ccc(C)cc2)c(=O)c1Sc1ccc(C)cc1 | 5% | -2% | 3% | -2% | -2% | -5% | 0% | 13 | ? | -39% | -36%
COC(=O)Nc1nnc(-c2ccccc2Cl)s1 | 11µM* | -46% | ? | ? | 30% | 23µM* | 1% | -7 | -3% | 80% | 11%
Cc1cccc(NC(=O)C(=O)NCc2ccc3c(c2)OCO3)c1C | 0% | -2% | 2% | -2% | 1% | 12% | -18% | -11 | 1% | 0% | -23%
CCN(C(=O)COC(=O)/C=C/c1ccc(OC(F)F)c(OC)c1)C1CCS(=O)(=O)C1 (centres undefined) | 4% | . | 5% | -1% | 2% | 2% | . | 3 | . | -10% | .
Cc1ccc(CC(NC(=O)c2ccccc2)C(=O)NCC(=O)O)cc1 (centres undefined) | 2% | -3% | 9% | 2% | 15% | -1% | 5% | -1 | -5% | -25% | 19%
CC(=O)N(C)c1ccc(N=Cc2c(O)ccc3ccccc23)cc1 | ? | -2% | . | -3% | 1% | -4% | ? | 24 | 8% | 10% | 11µM*
CCCCCCCCCCSc1n[nH]c(NC(C)=O)n1 | 3% | 5% | -1% | -4% | -1% | -4% | 6% | 5 | . | 10% | -1%
CCOc1cccc2cc(C(=O)Nc3ccccc3-c3ccccc3)c(=O)oc12 | 6% | 0% | 0% | -2% | -5% | 2% | 5% | 22 | 1% | -2% | 11%
C[C@H](CCC(=O)NCC(=O)O)[C@H]1CC[C@H]2[C@@H]3[C@H](O)C[C@@H]4C[C@H](O)CC[C@]4(C)[C@H]3C[C@H](O)[C@]12C | 0%&-1%&3% | 2% | 4%&9% | 1%&-2%&0% | -5%&-2%&-1% | -7%&-5%&5% | -2% | -12&19&-11 | -2% | 0%&3%&0% | 0%
COc1ccc(S(=O)(=O)NCC2CCCN(C(=O)CNC(C)=O)C2)cc1 (centres undefined) | 1% | -5% | 7% | -4% | -7% | 1% | 3% | -3 | 13% | 1% | 2%
O=C(CSc1nc2scc(-c3ccccc3)c2c(=O)[nH]1)N1CCOCC1 | -1% | -2% | -14% | -2% | 0% | -3% | 3% | -3 | . | -5% | 29%
CCOC(=O)CSc1nc2c(sc(=S)n2-c2ccc(CC)cc2)c(=O)[nH]1 | -2% | . | 5% | -5% | -3% | -5% | -3% | 18 | ? | -80% | 2%
C#CCOC(=O)CCCC(=O)NCCCCCCCC | ? | -3% | -1% | -1% | -1% | 0% | -7% | 28 | 6% | -3% | -19%
O=c1[nH]cnc2c1nc(NCc1ccccc1)n2C1O[C@@H](CO)[C@H](O)[C@@H]1O (some centres undefined) | 0% | . | 3% | -6% | 2% | -2% | -4% | 1 | ? | 1% | 9%
CCCc1[nH][nH]c(=O)c1C(c1ccc(Cl)cc1)C(C#N)C#N (centres undefined) | 2% | -2% | 0% | -1% | -1% | 0% | -26% | 0 | 15% | -4% | -12%
Cc1ccc(N=Cc2c(O)n(-c3ccc4c(c3)OCO4)c(=O)c3ccccc23)cc1 | 0% | 1% | -2% | -8% | -8% | -2% | 4% | -12 | -9% | -16% | 11%
COc1cc2ccccc2cc1C(=O)Nc1ccc(C)cn1 | 3µM* | 1% | ? | ? | ? | 2.9µM* | -14% | 13 | -15% | 39% | -17%
COc1ccc(N(CC(=O)NCc2ccccc2OC)S(=O)(=O)c2ccccc2)cc1 | 2% | 1% | -7% | -1% | -1% | -10% | 1% | 68[activator] | -6% | -44% | -9%
CC1(C)CC(=O)C=C(NC2CCCCC2)C1 | 2% | . | 2% | -4% | -5% | 4% | . | -9 | . | 1% | .
CC(Sc1nnnn1-c1ccc(O)cc1)C(=O)NNC(=O)c1ccc(F)cc1 (centres undefined) | 0% | . | -3% | 1% | 1% | 0% | . | -13 | . | -15% | .
CCOC(=O)C(NCCc1ccc(F)cc1)(NC(=O)CC)C(F)(F)F (centres undefined) | -4% | 0% | -6% | 0% | -6% | 2% | 1% | 13 | -16% | -22% | -7%
O=C(c1ccc2c(c1)OCO2)C1CCCN(C(=O)Nc2ccc(F)cc2F)C1 (centres undefined) | -12% | 8% | ? | 3% | 15% | 2% | -5% | -2 | -13% | 4% | 10%
C=CCC(=O)OCC(=O)Nc1ccc(Oc2ccccc2)cc1 | -19% | -2% | -3% | 2% | 16% | -1% | -3% | . | 13% | . | 28%
Cc1c(Cl)cccc1N(CC(=O)N1CCCCCC1)S(C)(=O)=O | 2% | -4% | -4% | -1% | 6% | -1% | 5% | -2 | -6% | -17% | 0%
COc1cccc(NC(=O)CN(C)CC(=O)Nc2cccc(C(F)(F)F)c2)c1 | 0% | . | -3% | -5% | -5% | -4% | 4% | 2 | 21% | -24% | 10%
Cc1nc2ccc(C(=O)Nc3ccccc3Cl)cc2s1 | 17µM* | 0%[11.5 µM] | -7% | 2.5µM* | 1.1µM* | ? | -10% | -15 | 8% | 74% | 7%
CCOC(=O)N1CCN(CC(=O)c2c[nH]c3ccc(F)cc23)CC1 | 0% | -1% | -2% | -4% | 10% | 1% | 1% | . | -1% | . | 5%
CC(NC(=O)Cc1ccsc1)c1ccc(S(N)(=O)=O)cc1 (centres undefined) | 0% | 5% | 41% | -6% | -6% | 1% | 1% | -4 | -9% | 10% | 0%
COc1ccc(OC)c(NC(=O)COC(=O)Cn2nnc(-c3ccccc3)n2)c1 | -1% | . | 1% | 1% | -5% | 1% | . | 8 | . | 8% | .
CC(CC(F)(F)F)N1CCC(n2nccc2NC(=O)CCCc2ccccc2)CC1 (centres undefined) | 3% | -2% | 2% | -1% | -4% | -3% | -14% | 1 | -11% | -29% | -15%
O=C(N/N=C/c1cccs1)C(=O)Nc1cccc(Cl)c1 | 0% | -6% | 3% | 3% | 14% | 11% | 10µM* | 18 | ? | 49% | 3.2µM*
CCOC(=O)C(C)C1(O)c2ccccc2-c2ncccc21 (centres undefined) | -2% | -6% | 6% | -2% | -1% | -5% | -7% | 5 | 0% | 3% | 12%
CN1CCN(C(=O)CSc2nc(-c3cccs3)ccc2C#N)CC1 | 1% | 0% | 3% | -1% | 3% | 1% | 2% | -7 | 7% | 25% | 2%
Cc1ccc(S(=O)(=O)N2CCN(CC(O)CN3CCOCC3)CC2)cc1 (centres undefined) | . | . | -8% | 3% | 8% | 3% | . | -15 | . | 3% | .
O=C(CSc1ncnc2scc(-c3ccc(F)cc3)c12)c1ccc2c(c1)OCCO2 | -2% | 1% | 0% | -2% | 2% | -7% | -2% | 6 | -21% | -40% | 21%
Cc1cccnc1NC(=O)c1ccc(S(=O)(=O)N2CCCCC2)cc1 | 2% | . | -8% | -2% | 2% | -1% | . | -5 | . | -18% | .
O=C(Nc1ccccn1)c1ccc(S(=O)(=O)N2CCCCCC2)cc1 | 17µM* | . | 13% | ? | ? | 9.2µM* | . | 6 | . | ? | .
COc1ccccc1N1C(=O)c2ccccc2NC1c1ccc(O)cc1 (centres undefined) | 0% | . | 0% | -4% | -1% | 1% | 9% | 0 | 45%[activator] | 46% | -7%
COc1ccc(Cl)cc1NC(=O)CN(C)CC(=O)Nc1ccc2c(c1)OCO2 | 3% | . | -15% | -2% | 0% | -2% | . | 8 | . | -13% | .
Cc1cccc(C)c1NC(=O)CSc1nnc(C2CCCCC2)o1 | -1% | -12% | 0% | 0% | 0% | 7% | 1% | -2 | -13% | -2% | -10%
CCOC(=O)c1cc(-c2ccc(F)cc2)n(CC(=O)NCc2ccccn2)c1C | -2% | -4% | -2% | -1% | -2% | -14% | 6% | -10 | 12% | 3% | 0%
N[C@@H](Cc1ccc(F)cc1)C(=O)O | . | . | . | ? | ? | . | . | 8 | 6% | 21% | .

Compound activity deposited in PubChem by National Center for Advancing Translational Sciences (NCATS).

An excerpt (hit frequency here may not be typical).
